IMP-1 inh – blocks Pseudomonas aeruginosa IMP-1 metallo-beta-lactamase; purified IMP-1, nitrocefin hydrolysis, epi-absorbance fluorescence; inhibition, % at 5.6 µM; 290,000 compounds, 0.45% hits; AID 1556;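 active means inhibition above the mean plus 3 SD of all compounds in the same screening run, cut at about 4.5% in these data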;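 further: 0% = IMP-1 with DMSO and 100% = DMSO wells lacking enzyme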
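System: Purified recombinant IMP-1 metallo-beta-lactamase enzyme | Measured by: Fluorescence quenching readout, ex 480/em 530 nm | Replication: Singlicate | Incubation: 15 min preincubation plus 25 min reaction at 25 °C | Evaluation: Percent inhibition from optical density relative to buffer-blank wells | Benchmarks: DMSO with and without IMP-1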
IDE act – boosts human insulin-degrading enzyme activity in HEK cells; P14735; FAbeta-B cleavage, fluorescence polarization; 0% vehicle, 100% cell-free pure enzyme wells; activation, % at 5.96 µM; 340,000 compounds, 0.073% hits; AID 493087;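 active means activation above the mean of all tested compounds plus 3 SD, set per screening campaign, cut at about 17% in these data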
M18AAP inhibitor – blocks P. falciparum M18 aspartyl aminopeptidase. 290,000 compounds, 1.2% hits. inhibition, % at 7.35 µM. recombinant PfM18AAP, H-Glu-NHMec fluorogenic cleavage;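 active means inhibition above the campaign mean inhibition over all tested compounds plus 3 SD, cut at about 28% in these data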;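 further: 0% = plate median of test compound wells and 100% = 2 mM ZnCl2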
PHOSPHO1 block – inhibitors of human PHOSPHO1 phosphatase. recombinant PHOSPHO1, absorbance phosphatase assay. inhibition, % at 13.3 µM. Q8TCT1. 290,000 compounds, 1.1% hits; in the data active means inhibition above about 60%
IDE inh – inhibits human insulin-degrading enzyme in HEK cells; 320,000 compounds, 0.41% hits; P14735; FAbetaB cleavage, fluorescence polarization; inhibition, % at 5.59 µM;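 active means percent inhibition above the average of all tested compounds plus 3 SD, set per screening campaign, cut at about 16% in these data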;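 further: IDE supplied by intact live HEK cells; FP after avidin binding of uncleaved biotin substrate so inhibition keeps polarization high; 0% = DMSO wells and 100% = 60 µM reference IDE inhibitor Ii1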
NALP1 yeast inh – blocks the NALP1 inflammasome reconstituted in yeast; S. cerevisiae NALP1/ASC/caspase-1 growth, X-gal OD620, 72 h; inhibition, % at 10 µM; 280,000 compounds, 0.61% hits; AID 2071; in the data active means inhibition mostly above about 24%, no sharp cut-off; inactive means mostly below about 32%; further: some compounds called inactive have numbers as strong as hits
VIM-2 inh – blocks Pseudomonas aeruginosa VIM-2 metallo-beta-lactamase | purified VIM-2, nitrocefin hydrolysis, epi-absorbance fluorescence | inhibition, % at 5.6 µM | 290,000 compounds, 0.89% hits;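 active means inhibition above the mean of all tested compounds plus 3 SD, cutoff set per screening run, cut at about 7.5% in these data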;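 further: red hydrolysis product quenches plate fluorescence so inhibitors raise well fluorescence; 0% = enzyme with DMSO and 100% = DMSO without enzyme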
pCIP destab – p/CIP protein destabilization; F442A p/CIP-EGFP cells, EGFP fluorescence, 16 h; decrease of EGFP signal, % at 10 µM; 290,000 compounds, 0.01% hits; AID 1984;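 active means EGFP signal decrease of at least 30% at 10 µM or well 3 SD below plate mean, unless failing retest; inactive means the rest, including hits failing retest or dose response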; further: some compounds called inactive have numbers as strong as hits; many of its hits are not listed in these tables
Target sequence (Q05BA5 1-1403): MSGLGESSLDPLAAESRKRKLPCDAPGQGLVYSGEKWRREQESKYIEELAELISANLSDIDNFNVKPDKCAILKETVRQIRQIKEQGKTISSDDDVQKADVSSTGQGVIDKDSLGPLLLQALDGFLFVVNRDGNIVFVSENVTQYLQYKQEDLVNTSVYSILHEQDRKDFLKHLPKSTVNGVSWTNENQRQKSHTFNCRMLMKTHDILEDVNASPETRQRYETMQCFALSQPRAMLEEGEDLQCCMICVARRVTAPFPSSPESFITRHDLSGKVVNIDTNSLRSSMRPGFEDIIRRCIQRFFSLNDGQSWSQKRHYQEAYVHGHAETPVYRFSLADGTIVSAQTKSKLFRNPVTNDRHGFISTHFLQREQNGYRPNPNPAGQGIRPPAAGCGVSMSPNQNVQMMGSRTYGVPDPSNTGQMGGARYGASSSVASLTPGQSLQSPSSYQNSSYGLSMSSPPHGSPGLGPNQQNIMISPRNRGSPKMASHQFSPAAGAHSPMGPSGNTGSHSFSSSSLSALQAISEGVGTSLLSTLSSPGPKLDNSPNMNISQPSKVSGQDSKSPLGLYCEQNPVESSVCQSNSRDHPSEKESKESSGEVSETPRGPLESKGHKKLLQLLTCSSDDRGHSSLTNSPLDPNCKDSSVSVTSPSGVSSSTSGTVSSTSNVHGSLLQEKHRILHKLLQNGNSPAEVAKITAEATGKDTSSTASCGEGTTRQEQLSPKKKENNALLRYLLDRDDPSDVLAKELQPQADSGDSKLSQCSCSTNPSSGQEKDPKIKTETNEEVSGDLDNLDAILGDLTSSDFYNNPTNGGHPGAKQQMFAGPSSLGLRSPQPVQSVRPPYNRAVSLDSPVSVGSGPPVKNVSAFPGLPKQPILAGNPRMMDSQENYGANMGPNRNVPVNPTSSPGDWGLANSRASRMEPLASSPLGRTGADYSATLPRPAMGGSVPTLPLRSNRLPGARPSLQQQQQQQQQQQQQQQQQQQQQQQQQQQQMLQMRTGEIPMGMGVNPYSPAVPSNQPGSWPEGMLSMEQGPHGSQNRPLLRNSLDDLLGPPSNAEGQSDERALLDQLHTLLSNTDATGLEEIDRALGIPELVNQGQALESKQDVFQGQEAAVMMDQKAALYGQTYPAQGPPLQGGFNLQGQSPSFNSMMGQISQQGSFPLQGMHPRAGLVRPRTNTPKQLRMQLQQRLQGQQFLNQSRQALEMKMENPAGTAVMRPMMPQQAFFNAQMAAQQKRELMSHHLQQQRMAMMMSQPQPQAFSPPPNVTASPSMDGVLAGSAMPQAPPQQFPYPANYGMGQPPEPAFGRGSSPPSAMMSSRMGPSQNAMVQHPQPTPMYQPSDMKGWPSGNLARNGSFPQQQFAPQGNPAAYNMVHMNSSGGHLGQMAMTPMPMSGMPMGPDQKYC
GPR7 antag – human neuropeptides B/W receptor 1 antagonism | AID 1861 | 290,000 compounds, 1.1% hits | P48145 | GPR7-expressing cells, fluorescence antagonist assay | inhibition, % at 4.4 µM; in the data active means inhibition above about 16%, passing the limit was not always enough;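 further: cells stimulated with the agonist NPW; 0% = agonist with vehicle and 100% = vehicle without agonist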
* marks the source's active call; other numbers are inactive results; . = no result given.

IDE act | M18AAP inhibitor | IMP-1 inh | PHOSPHO1 block | IDE inh | pCIP destab | VIM-2 inh | GPR7 antag | NALP1 yeast inh | SMILES
2 | 15 | 3.4 | 21 | 8 | -7 | -0.6 | -2 | 47 | CC(C)C(NS(=O)(=O)c1ccc2c(c1)oc(=O)n2C)C(=O)N1CCN(C2CCCCC2)CC1 (stereo unspecified)
0 | 1 | 0.5 | -10 | 0 | 1 | 0.9 | 3 | 12 | CCOC(=O)N/N=C\c1ccc(C)s1
3 | -10 | -1.6 | 2 | 0 | -8 | -1.7 | -14 | -1 | COC(=O)NCN1C(=O)C2C3C=CC(C3)C2C1=O (stereo unspecified)
0 | 0 | -3.9 | 12 | 0 | 6 | -3.7 | -4 | 8 | C=CCNC(=O)CN1C(=O)NC(C)(c2ccc(OC)cc2)C1=O (stereo unspecified)
8 | 3 | 2.8 | -6 | -2 | -4 | 0.0 | -9 | 11 | O=C(NCC(=O)N(Cc1cccs1)C(C(=O)NC1CCCCC1)c1ccco1)c1ccco1 (stereo unspecified)
6 | -9 | -1.2 | -18 | 2 | 2 | -0.9 | -14 | 40 | CCc1ccc(NC(=O)COC(=O)c2ccc(Cl)c(S(=O)(=O)N3CCCCCC3)c2)cc1
5 | 0 | -3.9 | -10 | -1 | -1 | -0.6 | -3 | 0 | C=CCc1c(C)[nH]c2ccc(C)cc2c1=O
4 | 0 | -2.9 | 66* | -1 | -5 | -1.9 | -7 | -6 | COc1ccccc1CCN=C(N)NS(=O)(=O)c1ccccc1F
3 | -8 | -2.1 | 12 | -7 | -8 | -1.4 | -3 | 11 | CCOC(=O)C1CCCN(C(=O)CSc2nccn2C)C1 (stereo unspecified)
0 | -4 | -3.9 | 18 | 9 | -4 | 0.0 | -10 | 9 | O=C(CCCCl)Nc1c2c(nn1-c1ccccc1)CSC2
4 | -6 | -4.2 | -13 | 1 | -5 | -0.5 | -10 | 17 | O=C(CSc1nnc(-c2cccnc2)n1Cc1ccccc1)N1CCOCC1
9 | -3 | -2.9 | -3 | -4 | -6 | -1.7 | -6 | 12 | CCC1(c2ccccc2)NC(=O)N(CC(=O)Nc2cccc(C#N)c2)C1=O (stereo unspecified)
3 | 1 | -3.0 | 14 | -2 | -1 | -1.2 | 1 | 14 | Cn1c(SCC(=O)Nc2cccc(O)c2)nnc1-c1ccc(S(=O)(=O)N2CCOCC2)cc1
1 | 2 | -1.6 | -4 | 3 | -5 | -1.1 | -11 | 18 | Cc1ccc(C)c(NC(=O)CNC(=O)N2CC(=O)Nc3ccccc32)c1
-3 | 6 | -2.2 | 9 | 4 | 4 | 0.4 | -2 | 30 | CCOc1ccc(NC(=S)c2ccncc2)cc1
7 | 0 | -0.9 | 0 | -6 | -5 | -1.3 | -6 | 20 | CSc1ncccc1C(=O)Nc1nc2c(C)cccc2s1
-1 | 12 | -0.7 | 39 | 4 | -29 | -0.9 | -15 | -8 | O=C(NCCNC(=O)c1ccccn1)c1ccc(F)cc1
0 | 3 | 0.9 | 44 | 2 | -3 | 2.0 | 13 | 12 | CCCOc1ccc(-c2csc3nc[nH]c(=O)c23)cc1
8 | -24 | -3.9 | 9 | 3 | 18 | -4.6 | -7 | -13 | O=C(Nc1ncnc2sc3c(c12)CCCCC3)c1ccccc1
5 | 1 | -4.9 | -11 | 1 | -6 | -1.7 | -6 | 23 | Cc1cccc(C(=O)Nc2ccccc2SCC(=O)Nc2ccc(C)c(Cl)c2)c1
-47 | 46* | -3.1 | 0 | 62* | 9 | -2.5 | -8 | -19 | O=c1[nH]c2ccccc2c(O)c1O
2 | -7 | -2.4 | -1 | 1 | -14 | 1.2 | -1 | 13 | CC(C)C(NS(=O)(=O)c1cccs1)C(=O)Nc1nc(C(C)(C)C)cs1 (stereo unspecified)
1 | 9 | -4.1 | 18 | 2 | -5 | -6.9 | -6 | 13 | NC(=O)c1ccc[n+](CC(=O)Nc2ccccc2C(=O)O)c1
8 | -2 | -0.4 | -12 | 1 | 8 | -0.4 | -2 | -26 | CC(=O)Nc1nnc(-c2ccco2)o1
1 | 2 | -2.6 | 15 | -2 | -1 | -1.6 | -9 | 11 | CN1CCN(c2ccc(C(CC(N)=O)NC(=O)c3ccccc3)cc2[N+](=O)[O-])CC1 (stereo unspecified)
4 | 3 | 1.0 | 28 | 2 | -53 | 4.6 | 10 | 26 | Cc1cc(-c2nnc(SCC(=O)Nc3ccc(S(N)(=O)=O)cc3)n2N)n[nH]1
6 | -2 | -4.4 | 2 | -2 | -10 | -1.7 | 1 | 23 | CCN(CC)C(=O)CC(c1ccc(F)cc1)c1ccc(OC)cc1 (stereo unspecified)
3 | 0 | -1.7 | 1 | -1 | -16 | -2.8 | 5 | 31 | CC(C)C(=O)N1N=C(c2ccc(NS(C)(=O)=O)cc2)CC1c1cccs1 (stereo unspecified)
0 | -4 | -1.0 | 4 | 1 | 0 | -2.8 | -6 | 7 | COc1ccccc1CNC(=O)CCNC(=O)Cn1ccc2ccccc2c1=O
1 | -12 | -0.9 | -34 | 9 | -7 | -0.6 | 8 | 6 | NCc1cccc(-n2cccn2)c1

Molecules listed so far that have a furan ring, fused or not, in the order listed:
IDE act | M18AAP inhibitor | IMP-1 inh | PHOSPHO1 block | IDE inh | pCIP destab | VIM-2 inh | GPR7 antag | NALP1 yeast inh | SMILES
8 | 3 | 2.8 | -6 | -2 | -4 | 0.0 | -9 | 11 | O=C(NCC(=O)N(Cc1cccs1)C(C(=O)NC1CCCCC1)c1ccco1)c1ccco1 (stereo unspecified)
8 | -2 | -0.4 | -12 | 1 | 8 | -0.4 | -2 | -26 | CC(=O)Nc1nnc(-c2ccco2)o1

More compounds
IDE act | M18AAP inhibitor | IMP-1 inh | PHOSPHO1 block | IDE inh | pCIP destab | VIM-2 inh | GPR7 antag | NALP1 yeast inh | SMILES
-2 | -5 | -2.4 | 6 | 1 | -25 | -2.4 | -6 | -27 | CCOc1ccc(NC(=O)Cn2nnc3c(cnn3-c3ccc(F)cc3)c2=O)cc1
0 | -6 | -1.7 | -7 | . | 1 | -1.4 | -4 | 9 | CC(=O)NCCNC(=O)c1ccc(Cn2c(=O)[nH]c3ccsc3c2=O)cc1
-5 | -14 | -3.8 | -14 | -2 | -3 | -1.2 | -2 | 27 | COc1ccccc1C(=O)Nc1sc2c(c1C(N)=O)CCCC2
-3 | 1 | -3.6 | 27 | 6 | -6 | 0.1 | -8 | 3 | O=C(Nc1ccccc1C(=O)NC(Cc1ccccc1)C(=O)O)c1ccco1 (stereo unspecified)
-3 | -4 | -1.9 | 19 | 0 | 4 | -2.8 | -3 | -6 | Cc1cccc(CCNC(=O)C2CCN(S(=O)(=O)c3cccc4nsnc34)CC2)c1
7 | 1 | -2.4 | 12 | -3 | 13 | -2.9 | -12 | 1 | Cc1ccc(C)c(NC(=O)C2CC(O)CN2C(=O)Oc2ccccc2)c1 (stereo unspecified)
4 | -9 | -4.1 | 11 | -4 | -1 | -2.5 | 7 | 36 | Cc1nn(-c2ccccc2)c(N2CCCC2)c1/C=N/Nc1ccc(S(N)(=O)=O)cc1[N+](=O)[O-]
0 | 7 | 0.3 | 33 | -8 | 1 | 0.3 | -8 | 37 | Cc1c(C(=O)COC(C)(C)C)[nH]c2ccccc12
-1 | 6 | 28* | 34 | -4 | -18 | -3.1 | -5 | -13 | CCC(C)NCCOc1ccccc1C (stereo unspecified)
-1 | -3 | -2.2 | -20 | 1 | 6 | -1.6 | -11 | 3 | Cc1sc2ncnc(SCC(=O)NC(C)C(C)C)c2c1C (stereo unspecified)
-2 | -10 | -2.9 | 18 | -2 | -21 | 9.3* | -10 | -2 | Cc1c(OCC(=O)NCC(O)c2ccccc2)ccc2c3c(c(=O)oc12)CCCC3 (stereo unspecified)
2 | -8 | -2.3 | -3 | -5 | -26 | -0.1 | -1 | 25 | c1cc(-c2cccs2)nc(-c2cccs2)c1
1 | 13 | -4.9 | 37 | 1 | 0 | 1.4 | -6 | 1 | O=C(NC12CC3CC(CC(C3)C1)C2)c1ccccc1
3 | -2 | -2.5 | 3 | -2 | -12 | -2.2 | -7 | 16 | CCC/C(O)=C1\C(=O)CC(C)(C)CC1=Nc1ccc(OC)cc1
-3 | -9 | -4.1 | -7 | 7 | -29 | -3.3 | 1 | -13 | O=C(c1ccccc1)c1ccc(Cn2cc(CCCO)nn2)cc1
3 | 4 | -0.2 | -2 | 4 | 3 | -2.9 | -5 | 10 | O=C(COc1ccc(Br)cc1)N/N=C1\SCC(=O)N1c1ccc(F)cc1
1 | 6 | -1.5 | -7 | 5 | -14 | -1.8 | -4 | . | COc1ccccc1NS(=O)(=O)c1cccc(N2CC(O)=C(c3ccccc3)C2=N)c1
1 | -2 | -0.2 | 51 | -3 | 6 | -1.3 | -8 | 9 | COc1ccc(CNCc2ccncc2)c(OC)c1
5 | -1 | -2.2 | 30 | -8 | -4 | 1.4 | 0 | 2 | COc1cccc(OCC(=O)Nc2ccccc2NC(C)=O)c1
-10 | -10 | -2.6 | 25 | -1 | -3 | 1.1 | -7 | 36 | O=C(Nc1cccc(-c2cn3ccccc3n2)c1)c1cc2ccccc2oc1=O
-5 | 5 | -0.7 | 0 | 0 | 1 | -0.8 | 8 | 14 | C/C(=N\NC(=O)CN(c1ccccc1)S(=O)(=O)c1ccccc1[N+](=O)[O-])C(C)(C)C
4 | 0 | -3.0 | 44 | 0 | -11 | -2.3 | 3 | 10 | COc1ccc(S(=O)(=O)NN(C)C(=O)c2nn(-c3ccccc3)ccc2=O)cc1
-1 | 3 | -2.5 | -24 | -2 | -7 | -4.5 | -8 | 9 | COC(=O)c1ccc(N=NNc2cccc(Br)c2)cc1
4 | -1 | -2.4 | 6 | 1 | -92 | -3.3 | -13 | -3 | CCCCN(C)C(=O)C1CCC(=O)N(c2cc(OC)c(OC)c(OC)c2)C1c1ccc(OC)cc1 (stereo unspecified)
3 | 1 | 1.1 | 11 | 0 | -15 | -1.3 | -2 | 6 | CCOC(=O)N1CCN(S(=O)(=O)c2ccc(F)cc2)CC1
-1 | 24 | -4.1 | 12 | 8 | 6 | -1.8 | -2 | 24 | O=C(CN1C(=O)S/C(=C\c2cccs2)C1=O)Nc1ccc(O)c(C(=O)O)c1
-2 | -6 | -2.2 | -1 | 5 | -3 | -3.7 | 0 | -12 | Cc1cccc(OCC(=O)N/N=C\c2cn(C)c3ccccc23)c1
4 | 19 | -2.2 | -2 | 2 | -5 | -1.7 | -8 | -3 | Clc1ccc(CSc2ncn[nH]2)cc1
. | 11 | 0.6 | 30 | . | -15 | -1.6 | -10 | -2 | COc1cc(/C=C/[N+](=O)[O-])ccc1OCc1cccc(C(=O)O)c1
5 | 13 | 0.9 | 2 | -6 | 16 | 1.9 | 26* | 0 | Cc1nn(C)c(C)c1Nc1ccc(N2C(=O)C3C4C=CC(C4)C3C2=O)cc1[N+](=O)[O-] (stereo unspecified)
-2 | -2 | -1.1 | 5 | 9 | 7 | 0.2 | 9 | -11 | CC1CCN(S(=O)(=O)Cc2ccccc2Cl)CC1
-2 | -1 | -1.0 | 3 | 0 | -6 | -4.8 | 7 | 24 | CCOC(=O)Cc1csc(NC(=O)Nc2cccc(Cl)c2)n1

Screens from PubChem.
